# LMPTP block – LMPTP (human) inhibition; P24666; AID 651560; inhibition, % at 20 µM; recombinant LMPTP-A, OMFP fluorogenic substrate, fluorescence intensity; actives 0.22% (n = 360,000);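 active = compounds that cut the enzyme signal by at least half of the control window in the single-dose screen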;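 also: plate controls were DMSO wells with enzyme plus substrate for no effect and substrate without enzyme for full effect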
# Target sequence (P24666 whole entry, looked up): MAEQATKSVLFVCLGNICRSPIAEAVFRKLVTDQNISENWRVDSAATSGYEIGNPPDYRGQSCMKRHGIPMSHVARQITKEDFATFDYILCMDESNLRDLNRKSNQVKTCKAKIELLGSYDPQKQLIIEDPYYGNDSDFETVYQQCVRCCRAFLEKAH
#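 Assay system: LMPTP-A enzyme. Input: 0.625 nM LMPTP-A final. Probe or stimulus: 400 µM OMFP. Compound dosing: single 20 µM dose. Schedule: 50 min dark incubation at room temperature. Detection: fluorescence intensity of OMFP turnover product. Read-out: percent inhibition versus substrate-only and uninhibited controls. Benchmarks: no-enzyme low control, uninhibited high control.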
# NadD block – NadD (S. aureus) enzyme inhibition. purified NadD enzyme, colorimetric absorbance read-out. inhibition, % at 20 µM. actives 0.78% (n = 360,000); in the data active = inhibition above about 26%; also: some compounds past the cut are filed as inactive
# DNMT1 block – blocks human DNA methyltransferase DNMT1. P26358. DNMT1 molecular beacon, Hinp1I cleavage, fluorescence. inhibition (reported as % activation of signal), % at 10 µM. actives 0.83% (n = 360,000). AID 588458; in the data active = inhibition above about 50%
# Scp-1 inhibitor – blocks human Scp-1 phosphatase activity. inhibition, % at 20 µM. actives 0.88% (n = 340,000). Recombinant Scp1, phosphopeptide, malachite green phosphate absorbance;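 active = inhibition above about 50% at 20 µM, limit read from the data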;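 also: plate controls were DMSO wells with enzyme for no effect and wells lacking enzyme for full effect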
# Target sequence (Q9GZU7 76-261 limits assumed): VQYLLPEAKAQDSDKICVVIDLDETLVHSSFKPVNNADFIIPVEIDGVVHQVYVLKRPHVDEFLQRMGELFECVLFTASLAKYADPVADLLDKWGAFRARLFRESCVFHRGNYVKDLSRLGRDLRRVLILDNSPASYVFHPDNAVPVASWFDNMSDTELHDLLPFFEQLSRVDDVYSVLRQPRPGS
#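 Test system – truncated SCP-1 phosphatase (76-261aa) · Reagent – Phosphorylated 17-residue peptide substrate · Incubation – 45 min room-temperature reaction, 5 min colour, 30 min stabiliser · Detection – colorimetric phosphate reagent with accelerator and stabiliser, absorbance at 630 nm · Measure – % inhibition at 20 µM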
# Rpn11 block – Rpn11 (human) deubiquitinase inhibition; calls only at 20 µM; human 26S proteasome, Ub4-pepOG fluorescence polarization; 20S core pre-blocked with epoxomicin; O00487; actives 0.59% (n = 360,000);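 active = inhibition at 20 µM, scaled to each plate's controls, above about 33%, limit read from the data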
# SUMO1 PPI mod – alters human SUMO1 binding to SIM partners. SUMO1 binding to a labelled peptide, TR-FRET, 1 h. inhibition, % at 20 µM. actives 0.33% (n = 360,000); in the data active = inhibition above about 37%
# Target sequence (P63165 whole entry, looked up): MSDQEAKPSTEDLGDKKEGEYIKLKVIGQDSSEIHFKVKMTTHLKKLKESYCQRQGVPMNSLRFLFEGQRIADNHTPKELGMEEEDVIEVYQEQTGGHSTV
# CSN deneddyl inh – inhibitors of human CSN-mediated cullin deneddylation | Purified CSN, SCF-Nedd8-OG deneddylation, fluorescence polarization | inhibition, % at 12.5 µM | actives 0.38% (n = 360,000) | AID 651999;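 active = pattern-corrected inhibition above about 35%, with an unprinted fluorescence ratio check between 0.5 and 1.5, limit read from the data, passing the limit was not always enough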;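 also: 0% = enzyme with substrate and 100% = substrate without enzyme; some results filed as inactive read as strong as hits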
#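 assay system = purified human Csn5 enzyme expressed in HEK293T cells | amount = 0.24 nM enzyme | buffer or medium = Tris/NaCl/DTT buffer, pH 7.5 | reagent = 10 nM SCFSkp2-Nedd8OG | compound = one concentration, 12.5 µM, 0.25% DMSO | times = 90 min reaction at room temperature | signal = FP | read-out basis = % inhibition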
# STEP inh – STEP (human) phosphatase inhibition; P54829; recombinant STEP, OMFP fluorogenic substrate, fluorescence; inhibition, % at 20 µM; actives 0.25% (n = 360,000); AID 588621;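 active = inhibition at 20 µM, scaled per plate between control wells, above about 37%, limit read from the data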;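 also: 0% = DMSO with enzyme and substrate and 100% = substrate only without enzyme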
# Target sequence (P54829 whole entry, looked up): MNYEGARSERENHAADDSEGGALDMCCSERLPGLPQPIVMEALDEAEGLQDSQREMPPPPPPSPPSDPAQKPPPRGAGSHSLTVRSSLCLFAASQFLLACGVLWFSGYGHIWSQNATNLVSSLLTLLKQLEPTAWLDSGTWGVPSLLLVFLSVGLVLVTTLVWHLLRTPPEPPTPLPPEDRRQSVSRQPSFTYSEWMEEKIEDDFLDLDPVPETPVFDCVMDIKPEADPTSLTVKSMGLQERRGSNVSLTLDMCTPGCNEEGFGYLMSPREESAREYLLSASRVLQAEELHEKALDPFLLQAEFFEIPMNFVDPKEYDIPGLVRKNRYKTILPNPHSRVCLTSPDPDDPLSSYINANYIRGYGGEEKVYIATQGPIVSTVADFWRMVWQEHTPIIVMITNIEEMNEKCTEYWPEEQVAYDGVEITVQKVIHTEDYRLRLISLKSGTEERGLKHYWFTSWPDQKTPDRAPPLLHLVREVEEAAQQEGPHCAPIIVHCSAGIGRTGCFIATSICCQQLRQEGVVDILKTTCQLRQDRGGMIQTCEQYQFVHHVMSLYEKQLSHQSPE
#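 System: STEP (striatal-enriched tyrosine phosphatase) enzyme, cell-free; medium: Bis-Tris pH 6.0 buffer with DTT, detergent; dosing: 20 µM, 1% DMSO; times: reaction 20 min, ambient temperature; detection: fluorescence, 480/540 nm; read-out basis: normalized % inhibition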
# MsrA inhibitor – inhibitors of bovine MsrA | inhibition, % at 15.5 µM | purified bovine MsrA, absorbance read-out | actives 0.75% (n = 360,000); in the data active = inhibition above about 4.5%;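 also: 0% = vehicle wells with enzyme and 100% = reference inhibitor wells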
# TbMetRS inhib – blocks T. brucei methionyl-tRNA synthetase activity; purified T. brucei MetRS, ATP depletion, Kinase-Glo luminescence; inhibition, % at 11.9 µM; actives 0.4% (n = 360,000); AID 624268;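 active = inhibition above a per-plate cutoff of the control wells' mean inhibition plus 3 SD, cut at about 5.5% in these data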;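 also: 0% = DMSO wells median and 100% = median of wells with control inhibitor compound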
#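 Measured by: Kinase-Glo luciferase luminescence reporting remaining unconsumed ATP. Material: purified T. brucei MetRS enzyme. Doses: 11.9 µM compound single dose, 0.9% DMSO. Medium: HEPES buffer containing pyrophosphatase, BSA, spermine, DTT. Times: 15 min preincubation, 2 h reaction, all 25 °C. Reagent: methionine, ATP and bulk E. coli tRNA.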
# An asterisk follows results filed as active; i = inactive; . = no result given.
canonical_smiles	LMPTP block	NadD block	DNMT1 block	Scp-1 inhibitor	Rpn11 block	SUMO1 PPI mod	CSN deneddyl inh	STEP inh	MsrA inhibitor	TbMetRS inhib
O=C(Nc1nc(-c2ccccn2)cs1)c1cccc(-n2cnnn2)c1	7.5	10	1	-2	i	15	12	8	-0.4	-1.5
CC(C)(C)NS(=O)(=O)c1ccc(NC(=O)C(Sc2ccccc2)c2ccccc2)cc1 (centres undefined)	3.1	5	-27	-16	i	-3	2	-2	1.0	-0.6
c1ccc(C2NCCn3cccc32)cc1 (centres undefined)	-1.0	0	-1	-10	i	0	-3	3	-0.2	-0.2
NC(=O)c1ccsc1NC(=O)COC(=O)c1nc(Cl)ccc1Cl	12	5	-4	1	i	15	4	-2	0.8	-0.2
CN(C)CCCNS(=O)(=O)c1ccc(N2CCN(Cc3ccc4c(c3)OCO4)CC2)c([N+](=O)[O-])c1	0.3	-13	0	-1	i	-18	1	1	-1.2	0.1
CC(=O)OC1CSC2c3ccccc3C(=O)N2Cc2sccc21 (centres undefined)	-1.2	-2	-2	-3	i	6	5	-1	0.4	-0.2
C[N+](C)(C)C/C=C1/COCO1	-3.0	6	4	1	i	-1	-2	-1	0.2	-1.4
O=S(=O)(c1ccc(F)cc1)N1CCN(CC2CC3C=CC2C3)CC1 (centres undefined)	-1.1	2	4	-2	i	4	10	1	-0.4	-0.2
O=C1NNC(c2ccccc2)=N/C1=C\c1ccc(Cl)cc1	4.2	1	-1	-14	i	-10	4	14	0.5	-0.4
COc1ccc(CCNS(=O)(=O)c2ccc3c(c2)n(C)c(=O)c(=O)n3C)cc1OC	1.0	-1	2	-9	i	1	-2	-1	1.0	0.3
CCc1c(C)sc(NC(=O)c2cc(C)no2)c1C#N	-0.2	1	0	22	i	-1	-6	0	2.3	-0.4
COc1ccc(Cc2ccc(OC)c(N)c2)cc1N	-0.1	1	-13	-5	i	-1	7	-2	2.2	-0.5
O=C(OCC(=O)c1ccc(Cl)s1)c1ccccn1	-1.0	-4	2	-8	i	-11	2	5	-1.1	-0.1
Oc1ccc(O)c(-c2cnns2)c1	-0.4	1	0	-8	i	-2	-2	0	0.6	-0.5
Cc1ccc(C(=O)Nc2cc3c(cc2Cl)OCCCO3)cc1	0.7	4	0	-6	i	1	-5	1	0.3	0.7
O=C(COC(=O)c1ccc(NS(=O)(=O)c2ccc3c(c2)OCCO3)cc1)NC1CC1	-1.4	-5	3	-7	i	3	0	-2	-0.1	-0.5
O=C(c1ccc(Cn2c(=O)[nH]c3ccccc3c2=O)cc1)N1CCN(c2ccccc2)CC1	2.1	4	0	-4	i	17	3	1	1.2	-1.4
COc1c(C)cccc1C(=O)NC(=S)Nc1ccc2c(c1)Cc1ccccc1-2	1.1	4	3	-11	i	-4	-1	2	0.1	-0.3
COc1ccccc1C1C(C(C)=O)=C(O)C(=O)N1c1ccc(O)cc1 (centres undefined)	0.0	7	1	-6	i	-8	4	-1	1.4	-0.6
O=C(NC(=S)N(CCO)Cc1ccccc1)c1ccc(S(=O)(=O)N2CCCC2)cc1	1.4	6	0	-3	i	1	-2	12	3.2	0.8
COCCCNC(=O)CN1C(=O)/C(=C/c2ccccc2C)Sc2ccccc21	0.8	-1	-1	-4	i	-4	-4	-2	-0.6	-0.8
O=C(Nc1ccc2c(c1)OCO2)C1(S(=O)(=O)c2ccc(Cl)cc2)CC1	0.1	-3	-7	-6	i	-2	5	-2	0.4	-0.2
CCN(CC)C(=O)Oc1ccc2ccccc2c1Br	1.1	-3	-4	-7	i	-5	0	2	0.0	-0.4
COc1cc(C(O)c2nc(/C=C/c3ccc(C(F)(F)F)cc3)cs2)ccc1F (centres undefined)	4.2	-5	-25	.	i	-5	2	-1	1.2	-0.2
CCCCN1CCS(=O)(=O)N(Cc2ccccc2Br)CC(C(=O)OC)C1 (centres undefined)	1.6	-5	-2	1	i	6	1	1	1.6	0.4
CCCN(C(=O)CCc1ccc(OC)cc1)c1c(N)n(Cc2ccccc2)c(=O)[nH]c1=O	-0.7	1	1	-5	i	2	1	0	-0.2	0.4
O=C(NCc1ccc(F)cc1)C1CCCN(c2nc3ccsc3c(=O)s2)C1 (centres undefined)	-2.2	-11	13	3	i	-6	-1	3	0.2	-0.1
CCOC(=O)N1CCN(C(=O)C[C@@H]2C[C@@]3(C(=O)OCC)CCCC=C3N(CCC3=CCCCC3)C2=O)CC1	-1.6	.	.	.	.	11	3	.	0.2	-1.1
COc1ccccc1NC(=O)NC(N)=O	-1.1	5	3	-5	i	-2	8	0	-0.7	-0.8
O=C1CC(c2ccccc2)C(c2ccccc2)=NN1 (centres undefined)	-2.1	0	-1	-2	i	4	0	2	-0.4	-0.3

# Limited to LMPTP block and DNMT1 block (four entries from above):
SMILES | LMPTP block | DNMT1 block
c1ccc(C2NCCn3cccc32)cc1 (centres undefined) | -1.0 | -1
O=C1NNC(c2ccccc2)=N/C1=C\c1ccc(Cl)cc1 | 4.2 | -1
CCc1c(C)sc(NC(=O)c2cc(C)no2)c1C#N | -0.2 | 0
CCCCN1CCS(=O)(=O)N(Cc2ccccc2Br)CC(C(=O)OC)C1 (centres undefined) | 1.6 | -2

# Entries shown so far that contain fluorine, in the order listed:
canonical_smiles	LMPTP block	NadD block	DNMT1 block	Scp-1 inhibitor	Rpn11 block	SUMO1 PPI mod	CSN deneddyl inh	STEP inh	MsrA inhibitor	TbMetRS inhib
O=S(=O)(c1ccc(F)cc1)N1CCN(CC2CC3C=CC2C3)CC1 (centres undefined)	-1.1	2	4	-2	i	4	10	1	-0.4	-0.2
COc1cc(C(O)c2nc(/C=C/c3ccc(C(F)(F)F)cc3)cs2)ccc1F (centres undefined)	4.2	-5	-25	.	i	-5	2	-1	1.2	-0.2
O=C(NCc1ccc(F)cc1)C1CCCN(c2nc3ccsc3c(=O)s2)C1 (centres undefined)	-2.2	-11	13	3	i	-6	-1	3	0.2	-0.1

# Later entries.
canonical_smiles	LMPTP block	NadD block	DNMT1 block	Scp-1 inhibitor	Rpn11 block	SUMO1 PPI mod	CSN deneddyl inh	STEP inh	MsrA inhibitor	TbMetRS inhib
CN(Cc1nc2ccccc2c(=O)[nH]1)C(=O)c1ccc(S(=O)(=O)N2CCCC2)cc1	0.4	-2	-5	-5	i	1	-1	2	-1.5	0.3
CN(C1CCCCC1)S(=O)(=O)c1ccc2c(c1)c(=O)c(C(=O)N1CCc3ccccc3C1)cn2C	1.0	7	14	-5	i	-11	5	-1	-0.7	0.1
C=CCn1c(=N)n(CC(=O)c2ccc(OC)cc2)c2ccccc21	-0.4	-6	-6	-4	i	-4	-1	-6	-0.1	0.4
CSCC(=O)N1CCCC(N2CCN(c3cccc(C(F)(F)F)c3)CC2)C1 (centres undefined)	-0.7	1	1	-4	i	1	2	1	3.0	0.2
Cc1scc(C(=O)O)c1-c1c(C(=O)O)csc1C	-0.4	2	1	-5	i	-1	-2	-4	1.4	-0.3
C=CCn1c(=O)c2ccccc2n2c(SCC(=O)Nc3sc(C)c(CC)c3C(=O)OCC)nnc12	-0.9	9	-9	-3	i	2	3	0	-0.3	0.8
CCOC(=O)c1c(NC(=O)COC(=O)c2ccccn2)sc2c1CCC2	-0.7	-8	-1	2	i	1	-6	5	0.1	-0.1
COc1ccc(CCNC(=O)COC(=O)C2CC2C)cc1OC (centres undefined)	-0.2	-4	0	-10	i	5	1	-3	0.7	-0.5
Cc1c(OCC(=O)NCCN2CCOCC2)ccc2c(-c3ccccc3)cc(=O)oc12	0.7	-10	1	21	i	-23	-3	1	-0.3	-0.7
CCC(C)(C)c1ccc(OCC(=O)N(C)C)c(C(C)(C)CC)c1	3.1	2	0	1	i	5	-17	4	0.8	-1.4
Cn1c(SCc2ccccc2)nnc1-c1cnccn1	-0.5	7	1	11	i	1	-5	0	-0.4	-0.3
N#Cc1c(N)oc(-c2ccc3c(c2)OCO3)c1-c1ccc2c(c1)OCO2	0.5	13	-19	-7	i	-15	1	12	2.0	0.5
CC(C)(C)NC(=O)Cn1c(SCC(=O)Nc2nccs2)nc2ccccc21	-1.2	2	2	-6	i	-1	-2	0	2.5	0.1
CSc1nc2cc(F)c(F)cc2n1C	0.7	-2	1	-6	i	0	1	-4	-0.3	-0.5
CCOC(=O)c1oc2nc(C(C)C)c3c(c2c1N)CC(C)(C)OC3	1.5	-1	-2	-2	i	-8	1	1	0.6	0.3
CC1CN(C(=O)C(C)OC(=O)c2ccc3ncsc3c2)CC(C)O1 (centres undefined)	-1.9	-1	2	-4	i	7	-8	-2	1.0	-0.2
CN1C(=O)NC(c2cccc([N+](=O)[O-])c2)C2=C1CCCC2=O (centres undefined)	-0.5	-9	-1	-13	i	-15	0	0	-1.1	-0.6
CN(C(=O)COC(=O)c1cc(S(=O)(=O)N2CCCCC2)ccc1Cl)c1ccccc1	0.5	0	2	-3	i	2	-1	-2	-0.8	0.0
COc1cc(OC)cc(C(=O)NCCNC(=O)c2ccccc2)c1	-1.9	-5	-4	-9	i	-4	3	2	-1.1	0.3
CC1(C(=O)NCc2ccc3c(c2)OCO3)CCN1C(=O)Cc1cccs1 (centres undefined)	0.5	1	1	.	i	1	-1	-1	-2.1	-0.2
Cc1cccc(C)c1N(CC(=O)N1CCN(c2ccccc2F)CC1)S(C)(=O)=O	0.8	1	-1	-1	i	1	9	0	-0.2	-0.8

# Not a retest: an excerpt of the list.
canonical_smiles	LMPTP block	NadD block	DNMT1 block	Scp-1 inhibitor	Rpn11 block	SUMO1 PPI mod	CSN deneddyl inh	STEP inh	MsrA inhibitor	TbMetRS inhib
CCC(C)(C)c1ccc(OCC(=O)N(C)C)c(C(C)(C)CC)c1	3.1	2	0	1	i	5	-17	4	0.8	-1.4
Cn1c(SCc2ccccc2)nnc1-c1cnccn1	-0.5	7	1	11	i	1	-5	0	-0.4	-0.3
